mIDH1 inhibitor: human IDH1 R132H inhibition | actives 0.093% (n = 390,000) | IDH1-R132H enzyme, NADPH consumption, diaphorase/resazurin fluorescence | O75874 | Potency, µM (titrated, usually from 76.6 µM), for the others: at the highest dose activity change, negative = inhibition, actives largely listed as inhibitors; further: potency means the concentration at half of the fitted maximal effect; on the % scale 0 is the no-effect control and ±100 the full control effect; nearly all actives have a fitted effect of over 65% in size
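IDH1-R132H (0.5 ug/mL dispensed) in pH 7.5 Tris buffer was preincubated 30 min with compound, then given a substrate mix of 0.016 mM NADPH and 2 mM alpha-KG for 80 min at room temperature; remaining NADPH was read by diaphorase/resazurin fluorescence.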
HP1b binding inh: blocks HP1-beta chromodomain binding to methylated histone tails | P83916 | AID 540317 | Potency, µM (top dose mostly 114 µM), for the others: top-dose activity change, negative = inhibition, usual class: inhibitors | AlphaScreen HP1-beta / biotin-H3K9me3 peptide binding | actives 0.56% (n = 390,000); further: potency means the concentration at half of the fitted maximal effect; nearly all actives have a fitted effect of over 70% in size; inactives centre near 23
Target sequence (P83916 whole entry, looked up): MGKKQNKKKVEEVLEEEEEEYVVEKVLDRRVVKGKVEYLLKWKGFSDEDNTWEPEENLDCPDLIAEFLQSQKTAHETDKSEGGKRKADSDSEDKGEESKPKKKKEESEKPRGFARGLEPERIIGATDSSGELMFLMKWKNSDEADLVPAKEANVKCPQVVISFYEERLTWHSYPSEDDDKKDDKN
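Compound inhibition of the preformed complex between 50 nM HP1-beta and 50 nM biotinylated H3K9me3 peptide was read by AlphaScreen. Buffer was PBS pH 7.4 with 0.01% Tween-20. Incubations ran 30 min at room temperature, with 10 ug/mL donor/acceptor beads.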
TrxR1 inh: inhibitors of rat thioredoxin reductase 1. AID 588453. actives 1% (n = 390,000). Potency, µM (titrated, usually from 114 µM), for inactives: at the top dose activity change, negative = inhibition, hits mostly inhibitors. O89049. recombinant rTrxR1, NADPH fluorescence consumption, selenite substrate; further: potency means the concentration at half of the fitted maximal effect; on the % scale 0 is the no-effect control and ±100 the full control effect; nearly all actives have a fitted effect of over 65% in size
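Rat TrxR1 (90 nM in the dispensed reagent) was pre-reduced with 400 uM NADPH for 5 min at room temperature, then incubated with compound for 15 min. After 400 uM selenite was added, NADPH fluorescence (Ex 340/Em 450 nm) was followed for 8 min.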
USP1 inh: inhibitors of human USP1/UAF1 deubiquitinase. actives 0.23% (n = 390,000). AID 743255. O94782. recombinant USP1/UAF1, Ub-Rhodamine cleavage fluorescence. Potency, µM (doses to about 57.1 µM), for inactives: top-dose activity change, negative = inhibition, hits mostly inhibitors; further: potency means the concentration at half of the fitted maximal effect; on the % scale 0 is the no-effect control and ±100 the full control effect; nearly all actives have a fitted effect of over 60% in size; inactives centre near -12
Target sequence (O94782 whole entry, looked up): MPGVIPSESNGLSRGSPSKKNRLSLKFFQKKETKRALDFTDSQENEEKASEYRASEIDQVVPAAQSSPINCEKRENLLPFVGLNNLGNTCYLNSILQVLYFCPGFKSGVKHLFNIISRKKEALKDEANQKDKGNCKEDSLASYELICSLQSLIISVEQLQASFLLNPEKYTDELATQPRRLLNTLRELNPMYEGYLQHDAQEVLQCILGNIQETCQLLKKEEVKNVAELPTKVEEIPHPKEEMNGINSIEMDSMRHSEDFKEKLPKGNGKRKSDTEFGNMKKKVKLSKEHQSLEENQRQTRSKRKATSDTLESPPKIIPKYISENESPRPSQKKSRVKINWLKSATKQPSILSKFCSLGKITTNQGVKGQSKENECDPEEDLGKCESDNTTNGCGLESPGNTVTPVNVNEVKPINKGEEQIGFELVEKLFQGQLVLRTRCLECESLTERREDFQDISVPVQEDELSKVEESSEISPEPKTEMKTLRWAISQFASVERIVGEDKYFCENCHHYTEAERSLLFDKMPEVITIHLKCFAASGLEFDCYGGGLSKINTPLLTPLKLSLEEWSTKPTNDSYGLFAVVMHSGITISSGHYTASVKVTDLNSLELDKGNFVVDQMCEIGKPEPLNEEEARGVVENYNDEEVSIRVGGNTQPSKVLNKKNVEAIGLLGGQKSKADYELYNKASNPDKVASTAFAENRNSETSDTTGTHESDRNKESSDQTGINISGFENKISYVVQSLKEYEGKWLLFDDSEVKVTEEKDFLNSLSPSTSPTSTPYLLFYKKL
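In this screen, compounds sit with the deubiquitinase complex (1nM) for 15 min at room temperature before Ub-Rho is added at 150nM final. Fluorescence rise is then followed for 6 reads every 60 seconds.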
GLS inh: blocks human kidney-isoform glutaminase activity; GLS enzymatic activity, qHTS titration; Potency, µM (titrated, usually from 45.5 µM), for the others: at the highest dose activity change, negative = inhibition, usual class: inhibitors; actives 0.21% (n = 410,000); further: potency means the concentration at half of the fitted maximal effect; on the % scale 0 is the no-effect control and ±100 the full control effect
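Human kidney-isoform GLS in 45 mM KH2PO4 pH 8.2, 0.02% Tween-20, with compound, started with 1mM L-Glutamine (added stock). Glutamate oxidase/HRP/Amplex red coupled fluorescence read at start and after 30 min at RT.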
Pin1 inh: human Pin1 inhibition; Q13526; Pin1 FP peptide displacement, HiFluor488, 10 min; Potency, µM (top dose mostly 115 µM), without a hit: at the top dose activity, negative = inhibition, most hits filed as inhibitors; actives 0.009% (n = 390,000); AID 504891; active means well fitted inhibition curve with a large enough effect in the polarisation, with a control signal flat, not every such curve was filed as active; inconclusive means small, poorly fitted or top-dose-only effect, or effect the other way, or a change in a side signal; inactive means no such curve, though single readings can be large or run the other way; the % refers to the polarisation; further: potency means the concentration at half of the fitted maximal effect; on the % scale 0 is the no-effect control and ±100 the full control effect
Tb PGK inh: T. brucei PGK inhibition; PGK/GAPDH coupled, Kinase-Glo luminescence, 60 min; Potency, µM (top dose mostly 57.5 µM), inactives show at the top dose activity change, negative = inhibition, actives largely listed as inhibitors; actives 0.043% (n = 380,000); AID 602233; further: potency means the concentration at half of the fitted maximal effect; on the % scale 0 is the no-effect control and ±100 the full control effect; nearly all actives have a fitted effect of over 60% in size
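Luminescent ATP detection (Kinase-Glo Plus) follows a 60-minute room-temperature incubation, with wells lacking PGK as controls. Buffer: 100 mM TEA (pH 7.6), 5 mM MgCl2, 0.01% Tween-20. Coupling enzyme GAPDH (100 nM final) supplies unstable 1,3-BPG in-well.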
PI4K2A block: blocks human PI4K2A kinase activity; purified PI4K2A, ADP-Glo luminescence, 1 h; stronger effect = lower value; activity change, negative = inhibition, % at 76.9 µM; actives 0.13% (n = 420,000); Q9BTU6; in the data active means activity change below about -50%; inconclusive means mostly about -30% to -49%;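 further: -100% = wells without enzyme as full effect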
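In this quantitative HTS, ADP production by PI4K2A was quantified luminescently after 1 h at ambient temperature; 100 microM adenosine served as plate-quality control.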
TrxR1 substrate: rat thioredoxin reductase 1 substrate activity | actives 0.01% (n = 390,000) | AID 588456 | purified TrxR1 substrate turnover, NADPH consumption readout | Potency, µM (highest dose often 114 µM), without a hit: at the highest dose activity change, negative = substrate turnover | O89049; further: potency means the concentration at half of the fitted maximal effect; on the % scale 0 is the no-effect control and ±100 the full control effect; nearly all actives have a fitted effect of over 50% in size
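Rat TrxR1, dispensed at 90 nM, was prereduced with 400 uM NADPH (final) for 5 min at ~22 deg C, then incubated with compound 15 min before 400 uM selenite. A first-read NADPH fluorescence drop versus no-compound background flagged substrates.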
Starred values were filed as active, the others as inactive; i = inactive; ? = inconclusive; / = not tested or not shown; [ ] = another dose, or the depositor's remark. Unless noted, the call rests on the fitted dose curve; in most records, active means well fitted curve in the direction sought with a large enough effect; inconclusive means small, poorly fitted or top-dose-only effect, or another doubt; inactive means no such curve, though single readings can be large; an effect the other way counts as inactive or inconclusive. These rows are one share of the data; rates above refer to the full screens.

SMILES | mIDH1 inhibitor | HP1b binding inh | TrxR1 inh | USP1 inh | GLS inh | Pin1 inh | Tb PGK inh | PI4K2A block | TrxR1 substrate
CN1C(C(=O)Nc2ccc(F)cc2F)=CC(c2ccc3c(c2)OCO3)=NS1(=O)=O | 0.5% | 38.6% | 4.7% | ? | 5.8% | -0.4% | 0.6% | -1.9 | -1.4%
COc1cccc(NC(=O)c2ccccc2)c1 | 11.9% | 22.8% | 13.5% | -15.7% | -0.1% | -0.5% | -12.6% | -5.6 | 5.1%
CC1=CCC2COC(c3ccc[n+](Cc4ccccc4)c3)C1C2 (stereo unspecified) | -0.6% | 2.1% | ? | -11.4% | 7.0% | -9.2% | -9.8% | 9.7 | -8.6%
O=C(CC1C(=O)NCCN1Cc1cccc(Oc2ccccc2)c1)NCCc1cscn1 (stereo unspecified) | -2.9% | -0.3% | -1.3% | -16.6% | -0.2% | -0.4% | / | -0.3 | -0.2%
c1ccc(OCc2nc3ccccc3[nH]2)cc1 | 1.1% | 19.2% | 13.7% | -11.9% | -8.3% | -6.7% | -5.3% | -9.6 | 4.0%
Cc1nn(C)c(N)c1[N+](=O)[O-] | 1.5% | 8.4% | 0.4% | -2.0% | -3.1% | -1.1% | -4.7% | -0.3 | -3.6%
Cc1cccc(NC(=O)CCNC(=O)c2ccc(Br)cc2)c1 | 1.0% | -12.0% | 19.6% | ? | 2.9% | -9.8% | -7.2% | -0.4 | 2.4%
CSc1cccc(CN(C)C(=O)C2CCC(=O)N(CCCN3CCCC3=O)C2)c1 (stereo unspecified) | -0.7% | 38.4%[activator] | -1.2% | -10.8% | 2.2% | -3.7% | -1.3% | -4.4 | -4.4%
COc1cc(N)c(Cl)cc1C(=O)OCC(=O)N1c2ccccc2NC(=O)C1(C)C | 6.7% | 18.4%[57 µM] | 1.5%[2.29 µM] | -2.3% | 2.2% | -9.0% | -4.3% | -1.7 | 0.6%[2.29 µM]
COC(=O)c1cc(NC(=O)C(C)c2ccc(CC(C)C)cc2)ccc1O (stereo unspecified) | -2.2% | 37.1%[activator] | 6.4% | -18.3% | -4.6% | 1.0% | -0.8% | -2.1 | -6.6%
CC(=O)Nc1ccc(NC(=O)C2CCCCN2S(=O)(=O)c2ccc(C(C)(C)C)cc2)cc1 (stereo unspecified) | 0.0% | 14.1% | 11.6% | -21.8% | 5.9% | -5.2% | -10.3% | 0.8 | -4.8%
O=C(OCc1nc2ccsc2c(=O)[nH]1)c1cccc(S(=O)(=O)N2CCOCC2)c1 | 4.2% | 29.8% | 13.8% | -17.1% | -8.5% | -2.7% | -3.6% | -3.6 | -3.2%[57.1 µM]
O=S(=O)(c1ccc(Br)cc1F)N1CCC(O)CC1 | -3.6% | 30.2% | 12.7% | -27.6% | -6.7% | -0.8% | -0.6% | 2.9 | 4.4%
O=C(CN1CCC(C(=O)c2ccc(Cl)cc2)CC1)NC1CCCC1 | 19.9% | 1.6% | 9.5% | -13.4% | 0.0% | 3.6% | 17.1% | 2.1 | 1.6%
COc1ccccc1C(=O)Nc1ccnn1C1CCN(C/C=C/c2ccccc2)CC1 | 0.4% | 18.5% | -19.8% | -14.3% | -3.0% | -1.1% | -3.4% | -0.9 | -13.4%
N#Cc1nc(-c2cccc(Cl)c2)oc1N1CCC(C(N)=O)CC1 | 6.2% | 8.4% | 13.5%[57.1 µM] | -8.2% | -11.9% | 0.6% | i | 2.3 | 125.6%[activator][57.1 µM]
Cc1occc1C(=O)Nc1cccc(Cn2cccn2)c1 | 0.4% | 13.2% | -22.1% | -8.6% | 0.8% | 3.1% | -12.9% | -10.5 | 4.4%
Cc1ccc(-c2cc(C(=O)NCc3ccccn3)c3ccccc3n2)cc1C | -0.5% | -0.2% | -17.3% | -12.9% | 2.8% | 8.5% | -4.5% | -3.9 | 42.9%[activator]
O=C(Nc1ccc(CN2CCOCC2)cc1)c1ccc(Cl)cc1 | 11.1% | 36.5% | 16.0% | -19.9% | 2.7% | -9.4% | -1.3% | 4.1 | -0.2%
COc1ccc(N2CCN(C(=O)CCc3c(C)nc4cc(-c5ccc(Cl)cc5)nn4c3C)CC2)cc1 | 0.1% | 4.2% | 2.5% | -17.3% | -17.5% | 9.3% | -2.0% | -7.5 | 4.8%
CC1=C(C(=O)OCc2ccccc2)C(c2ccsc2)NC(=O)N1C (stereo unspecified) | -5.2% | 16.2% | -2.2% | -3.3% | 1.8% | -7.7% | -5.7% | -1.8 | -5.3%
Cn1cnc(S(=O)(=O)Nc2ccc(C(F)(F)F)cc2)c1 | 1.6% | 13.2% | -4.4%[57.1 µM] | -20.1% | 7.7% | -1.6% | -10.9% | -2.6 | 5.1%[57.1 µM]
O=C(COC(=O)c1ccc(Br)o1)NCC1CCCCC1 | 4.9% | 22.1% | 9.0%[57.1 µM] | -12.5% | -8.9% | 3.1% | -2.4% | 3.8 | -4.3%[57.1 µM]
Cc1ccc2c(c1)sc1nc(=O)n(-c3ccccc3)c(=O)n12 | 0.8% | 23.1% | 11.6% | -15.4% | -6.5% | 11.8% | i | -2.1 | 1.6%
COC(=O)c1ccc(C2Nc3c(C)cc(C)cc3C3C=CCC32)cc1 (stereo unspecified) | -9.7% | 1.6% | 3.98µM* | -17.6% | -1.3% | 0.6% | -5.0% | -3.0 | 13.9%
(continued)
SMILES | mIDH1 inhibitor | HP1b binding inh | TrxR1 inh | USP1 inh | GLS inh | Pin1 inh | Tb PGK inh | PI4K2A block | TrxR1 substrate
CCN(CCO)Cc1csc2c(Br)cccc12 | -0.7% | 12.5% | -3.4%[57.1 µM] | 3.2% | 7.2% | 6.7% | 0.8% | 4.8 | -8.9%
CCCNC(=O)Cn1cnc2sc(C(=O)NCCN(CC)CC)c(C)c2c1=O | -1.6% | 19.8% | 15.6%[57.1 µM] | -10.2% | -2.1% | -2.1% | -1.4% | -7.5 | -3.7%[57.1 µM]
CCC(C(=O)N1CCN(c2cc(Cl)ccc2C)CC1)n1nc(C)n2c(cc3occc32)c1=O (stereo unspecified) | 0.0% | 22.4% | ? | -12.4% | 17.8% | -10.3% | -8.3% | -5.3 | 10.5%
COc1cc(OC)c(Nc2nc3ccccc3c3nncn23)cc1Cl | -12.3% | 27.0% | -7.7% | -13.9% | -8.0% | 1.0% | i | 0.7 | -3.9%
CCC(C)(C)NS(=O)(=O)c1cc(CN2C(=O)c3cccnc3C2=O)ccc1OC | -17.1% | 25.6% | 7.4% | 0.3% | 0.5% | 6.3% | 1.4% | 3.4 | -0.5%
CC(=O)c1c(C)n(-c2ccccc2)c2ccc(OCC(O)CN3CCOCC3)cc12 (stereo unspecified) | 7.6% | -1.1% | 20.4% | -10.6% | 23.0% | 1.2% | -4.0% | 1.6 | 9.8%
Cc1ccc(C)c(CSC2=NN3CCCC(=O)N=C3S2)c1 | -4.7% | 40.5%[activator] | -10.4% | -6.3% | 2.9% | 2.5% | 3.2% | -12.6 | -1.8%
COC(=O)c1ccccc1NC(=O)N1CCc2ccc(NC(=O)c3ccccn3)cc2C1 | 0.0% | 5.3% | -4.9% | -12.3% | -0.5% | -3.5% | -11.9% | -5.8 | 1.7%
c1ccc(Cc2ccc(OCCn3ccnc3)cc2)cc1 | -0.1% | 13.6% | 14.5% | -19.8% | 0.0% | 1.5% | 8.9% | -9.6 | -0.1%
CCOC(=O)c1nnn(CC(=O)NC(=O)Nc2ccccc2F)c1C(=O)OCC | 0.0% | 16.8% | -3.2% | -29.6% | 2.9% | ? | 3.4% | -0.6 | -9.2%
O=C(NCCCn1ccnc1)/C(=C\c1cccnc1)NC(=O)c1cccc(Br)c1 | 8.6% | 38.1% | 7.8% | -14.4% | 5.0% | -6.5% | -8.4% | -5.1 | 2.3%
CCOC(=O)Cc1cc(=O)n2[nH]c(-c3ccc(Cl)cc3)cc2n1 | 6.0% | 31.3% | 29.9% | -19.3% | 1.7% | 27.7% | / | -1.4 | 13.6%
Cc1ccsc1C1NC(=O)c2c(sc3c2CCN(C)C3)N1 (stereo unspecified) | 8.2% | ? | -0.1%[57.1 µM] | ? | ? | ? | i | -7.0 | 43.7%[activator][57.1 µM]
CC(C)C[C@H](NC(=O)c1[nH]cnc1C(=O)N[C@@H](C)C(=O)OC(C)(C)C)C(=O)OC(C)(C)C | 4.4% | 45.6%[activator] | -8.3%[57.1 µM] | -37.8% | -9.5% | ? | -4.0% | 0.3 | -15.0%[57.1 µM]
O=S(=O)(NC1=NCCCCC1)c1ccc(F)cc1 | 1.2% | -11.9% | 19.4% | -5.7% | 1.1% | 0.6% | -4.9% | 3.0 | 9.9%
Cc1cc(C(=O)OCC(=O)NC(C)c2ccc(F)cc2)c(C)o1 (stereo unspecified) | 1.6% | 13.5% | -20.5% | -15.5% | -0.5% | 1.2% | -1.4% | -0.5 | -5.0%
Oc1c(Cl)cc(Cl)cc1/C=N/Nc1ncc(Br)cn1 | -8.6% | 28.1% | 15.7% | -10.7% | 4.9% | 0.8% | -6.4% | -1.4 | -1.9%
